# Tau fibril FP – qHTS for Inhibitors of Tau Fibril Formation, Fluorescence Polarization. Microtubule-associated protein tau (Homo sapiens), P10636. K18 P301L tau heparin fibrillization, Alexa594 FP, 6 h. Potency, µM (doses to about 57.7 µM), for the others: top-dose activity, negative = inhibition, hits mostly inhibitors. 0.39% of 280,000 active. AID 1468, 2008; further: on the % scale 0 is the no-effect control and ±100 the full control effect; nearly all actives have a fitted effect of over 55% in size
# Target sequence (P10636 561-689 P618L limits assumed): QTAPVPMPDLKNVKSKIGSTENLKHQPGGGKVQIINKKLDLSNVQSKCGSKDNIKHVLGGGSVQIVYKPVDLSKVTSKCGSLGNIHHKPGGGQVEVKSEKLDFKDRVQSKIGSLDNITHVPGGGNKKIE
#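 Read-out: fluorescence polarization of Alexa 594-labeled tau (0.24 uM), 555 nm excitation, 632 nm emission. Mixtures held 15 uM unlabeled K18 P301L, compound and 20 uM heparin, pH 7 acetate buffer, incubated 6 hr at 37 C.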
# Tau fluor cs – Counterscreen qHTS for Inhibitors of Tau Fibril Formation, Fluorescence Polarization | Potency, µM (doses to about 57.7 µM), for the others: at the highest dose activity change, negative = decrease | tau K18 P301L Alexa594 fluorescence, heparin fibrillization | 0.93% of 280,000 active; further: on the % scale 0 is the no-effect control and ±100 the full control effect; nearly all actives have a fitted effect of over 55% in size
#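 Human K18 P301L tau (15 uM unlabeled plus 0.24 uM Alexa 594-labeled, final) in 100 mM sodium acetate pH 7 was mixed with compound and 20 uM heparin and incubated 6 hr at 37 C.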
# SMN2 splice enh – qHTS Assay for Enhancers of SMN2 Splice Variant Expression | HEK293 SMN2-luciferase splicing reporter, luminescence, 30-36 h | Potency, µM (highest dose often 46.1 µM), without a hit: at the highest dose activity change, positive = activation, actives largely listed as activators | 2.8% of 210,000 active; further: % of control where 0% means no effect; nearly all actives have a fitted effect of over 55% in size
#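 HEK293 cells carry an SMN2 […]–luciferase reporter in which exon 7 inclusion puts luciferase in frame. Cells were plated 10-12 h before compound addition, then incubated 30-36 h at 37C. ONE-Glo luminescence was read; sodium butyrate at 4.5 mM final served as control.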
# ALDH1A1 block – qHTS Assay for Inhibitors of Aldehyde Dehydrogenase 1 (ALDH1A1). Purified ALDH1A1, NADH fluorescence, propionaldehyde substrate. AID 1030, 2008. Potency, µM (titrated, usually from 75.3 µM), without a hit: at the highest dose activity, negative = inhibition, hits mostly inhibitors. 7.3% of 220,000 active; active means well fitted inhibition curve with a large enough effect, not every such curve was filed as active; inconclusive means small, poorly fitted or top-dose-only effect, or another doubt; inactive means no such curve, though single readings can be large or run the other way;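 further: plate controls were no enzyme wells and a reference inhibitor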
# Target sequence (P00352 whole entry, looked up): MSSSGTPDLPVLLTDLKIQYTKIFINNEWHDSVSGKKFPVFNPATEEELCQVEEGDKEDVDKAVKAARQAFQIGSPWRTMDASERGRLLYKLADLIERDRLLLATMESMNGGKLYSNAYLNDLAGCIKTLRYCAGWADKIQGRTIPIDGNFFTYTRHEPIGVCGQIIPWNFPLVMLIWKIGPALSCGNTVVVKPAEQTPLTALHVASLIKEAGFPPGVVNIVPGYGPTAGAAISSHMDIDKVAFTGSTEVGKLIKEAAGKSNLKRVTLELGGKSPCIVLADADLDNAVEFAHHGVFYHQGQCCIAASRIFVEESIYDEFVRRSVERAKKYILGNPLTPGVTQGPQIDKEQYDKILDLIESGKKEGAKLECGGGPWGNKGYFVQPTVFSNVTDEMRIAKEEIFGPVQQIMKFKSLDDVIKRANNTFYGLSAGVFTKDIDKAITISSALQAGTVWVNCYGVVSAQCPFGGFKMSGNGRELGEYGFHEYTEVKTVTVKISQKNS
# HTT aggregate – qHTS Multiplex Assay to Identify Dual Action Probes in a Cell Model of Huntington: Aggregate Formation (GFP); PC12 HttQ103-GFP aggregates, Acumen cytometry, 40 h; Potency, µM (highest dose often 46.1 µM), for inactives: at the top dose activity change, negative = inhibition, hits mostly inhibitors; 1.1% of 220,000 active; further: on the % scale 0 is the no-effect control and ±100 the full control effect; nearly all actives have a fitted effect of over 60% in size
#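 Compounds (qHTS titration) were added to PC12 cells expressing an ecdysone-driven HTT exon 1 Q103–GFP fusion after induction with 100 nM tebufenozide. Aggregate formation was measured as GFP objects in cell lysates.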
# KDM4E inh – qHTS Assay for Inhibitors of Human Jumonji Domain Containing 2E (JMJD2E) | JMJD2E catalytic domain, FDH-coupled NADH fluorescence (FDH is formaldehyde dehydrogenase) | Potency, µM (titrated, usually from 57.1 µM), for inactives: top-dose activity change, negative = inhibition, actives largely listed as inhibitors | 1.6% of 230,000 active | AID 2147, 2009; active means well fitted inhibition curve with a large enough effect, not every such curve was filed as active; inconclusive means small, poorly fitted or top-dose-only effect, or another doubt; inactive means no such curve, though single readings can be large or run the other way;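 further: 0% = wells with enzyme and -100% = buffer wells without enzyme; nearly all actives have a fitted effect of over 50% in size; many of its hits are not listed in these tables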
# Target sequence (B2RXH2 1-337 limits assumed): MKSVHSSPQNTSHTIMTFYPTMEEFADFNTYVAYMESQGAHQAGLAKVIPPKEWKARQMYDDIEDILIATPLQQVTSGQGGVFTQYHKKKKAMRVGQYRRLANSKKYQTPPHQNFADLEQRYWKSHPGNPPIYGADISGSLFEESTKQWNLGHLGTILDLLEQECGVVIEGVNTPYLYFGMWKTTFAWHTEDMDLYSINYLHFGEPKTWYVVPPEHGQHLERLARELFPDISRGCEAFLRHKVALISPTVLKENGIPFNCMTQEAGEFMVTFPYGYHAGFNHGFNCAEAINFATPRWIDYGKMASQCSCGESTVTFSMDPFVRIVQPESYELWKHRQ
# Tau ThT inhib – qHTS for Inhibitors of Tau Fibril Formation, Thioflavin T Binding. Microtubule-associated protein tau (Homo sapiens), P10636. recombinant tau K18 P301L, heparin-induced fibrillization, ThT fluorescence. Potency, µM (highest dose often 57.4 µM), for the others: top-dose activity, negative = inhibition, hits mostly inhibitors. 2.1% of 270,000 active; further: on the % scale 0 is the no-effect control and ±100 the full control effect; nearly all actives have a fitted effect of over 55% in size
#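 Fibril formation assay: tau K18 P301L at 15 uM with trace Alexa 594 label, heparin inducer 20 uM, pH 7 sodium acetate buffer, 37 C for 6 hr; endpoint ThT signal.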
# HTT cytoprotect – qHTS Multiplex Assay to Identify Dual Action Probes in a Cell Model of Huntington: Cytoprotection (ATP); 0.14% of 230,000 active; Potency, µM (series often up to 56.4 µM), for the others: cytoprotection (ATP increase), usual class: activators; AID 1471, 2008; PC12 HTT-Q103 induced, cytoprotection, ATP luminescence, 40 h;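 further: % of control where 0% means no effect; nearly all actives have a fitted effect of over 45% in size; toxic huntingtin expression switched on by the ecdysone agonist tebufenozide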
#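 Cells were plated at 1500 per well in phenol red-free DMEM with 5% equine and 5% calf serum. Tebufenozide (100 nM final) and compounds were added, then ATPlite reagent, and luminescence was read.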
# Active calls of the source: *; ? = inconclusive; . = no result given; [ ] = dose if it differs, or a comment. Unless noted, the call rests on the fitted dose curve; in most records, active means well fitted curve in the direction sought with a large enough effect; inconclusive means small, poorly fitted or top-dose-only effect, or another doubt; inactive means no such curve, though single readings can be large; an effect the other way counts as inactive or inconclusive. Potency means the concentration at half of the fitted maximal effect.
structure,Tau fibril FP,Tau fluor cs,SMN2 splice enh,ALDH1A1 block,HTT aggregate,KDM4E inh,Tau ThT inhib,HTT cytoprotect
CC(=O)NC(CC(=O)N(C)Cc1cccc(Cl)c1Cl)c1ccccc1 (stereo unspecified),1%,-3%,5%,-11%,-13%,-2%,-11%,-30%
CCCC(=O)Nc1nc2ccc(S(N)(=O)=O)cc2s1,-3%,-10%,.,?,-10%,9%,-2%,25%[10 µM]
CC(=O)N(C(C)=O)S(=O)(=O)c1ccc(N=NN2CCCCC2)cc1,4%,11%,1%,-3%,?,-16%,6%,?
CC(=O)N(Cc1cccnc1)Cc1cc2ccccc2[nH]c1=O,3%,7%,-5%,-18%,4%,?,1%,5%[0.074 µM]
CCOC(=O)C1CCCN(C(=O)c2cc3nc(-c4cccc(OC)c4)cc(C(F)(F)F)n3n2)C1 (stereo unspecified),0%,-7%,-29%,?,11%,?,?,-11%
Cc1nn(-c2ccccc2)nc1-c1nnc(-c2ccc(C(F)(F)F)cc2)o1,-6%,-14%,.,.,11%[9.22 µM],4%,-18%,19%[10 µM]
Cc1ccc(NC(=O)c2[nH]cnc2C(=O)NN)cc1,-7%,-5%,-3%,-8%,3%,21%,-3%,-62%[inhibitor]
O=c1c2ccccc2nc(SCc2nc(-c3ccccc3)no2)n1-c1ccc(F)cc1,-8%,-18%,-52%[inhibitor],5%,-22%,-7%,-8%,5%[10 µM]
CCCC(=O)Nc1c(C)nn(C(=O)CCC)c1C,4%,3%,1%,1%,2%,4%,3%,4%
Cc1cc(C)n(-c2ccc(C(=O)OCC(=O)N(CC(C)C)C3CCS(=O)(=O)C3)cc2)n1 (stereo unspecified),0%,4%,17%,0%,-5%,0%,11%,-24%
CCOc1ccc(C(=O)NCC(=O)OCC(=O)N2CCC(C)CC2)cc1,-2%,-8%,-14%,4%,-5%,3%,-11%,17%
Cc1cccc(NC(=O)C2CC(=O)NC(Nc3nc4ccccc4s3)=N2)c1 (stereo unspecified),-3%,2%,-10%,20%,0%,8%,10%,17%[10 µM]
CCOc1cc([N+](=O)[O-])cc(/C=C2/NC(=O)N(Cc3ccccc3F)C2=O)c1O,-3%,?,.,2.2µM*,3%[9.22 µM],0%,14µM*,-2%[10 µM]
CCn1c(CSc2nnc(C)n2-c2ccccc2)nc2cc(S(=O)(=O)N(C)C)ccc21,-6%,-8%,-8%,9%,0%,1%,-7%,4%[10 µM]
CCOC(=O)c1c(C2CC2)csc1NC(=O)CSCc1c(C)noc1C,12%,-17%,-13%,-7%,16%,?,?,-10%

# Carrying on.
structure,Tau fibril FP,Tau fluor cs,SMN2 splice enh,ALDH1A1 block,HTT aggregate,KDM4E inh,Tau ThT inhib,HTT cytoprotect
COc1cc(C2c3c(oc4cc(C)c(C)cc4c3=O)C(=O)N2CCCN2CCOCC2)ccc1O (stereo unspecified),-11%,-27%,-9%,.,.,.,?,.
Cc1c(NC(=O)C(C)OC(=O)/C=C/c2ccco2)c(=O)n(-c2ccccc2)n1C (stereo unspecified),6%,5%,11%,0%,-5%,7%,-3%,-6%
CCOC(=O)c1ccc(Nc2nc(C)cc(=O)[nH]2)cc1,3%,-13%,-8%,-4%,-8%[9.22 µM],3%,-17%,-26%
COc1ccc(-c2cc(-c3nnc(COC(=O)CC4CC5CCC4C5)o3)c3ccccc3n2)cc1OC (stereo unspecified),-6%,-29%,-13%,?,-9%,?,-8%,-12%[1.9 µM]
CC(=O)OC1C(N2CCCCC2)c2c(ccc(/C=C/C(=O)N3CCCCC3)c2O)OC1(C)C (stereo unspecified),-1%,-3%,.,7%,2%[9.22 µM],7.1µM*,-10%,-1%[10 µM]
CC(=O)Nc1ccc(NS(=O)(=O)c2ccc(C)cc2)c([N+](=O)[O-])c1,4%,-24%,.,3%,-14%[9.22 µM],-24%,?,-19%[10 µM]
CCOC(=O)c1ccccc1NC(=O)c1sc2ccccc2c1Cl,?,-24%,-6%,.,.,.,-10%,.
O=C(COC(=O)C12CC3CC(CC(C3)C1)C2)NC12CC3CC(CC(C3)C1)C2,?,-4%,-5%,14µM*,15%,10%,-14%,-3%
NC(=O)CC(NC(=O)c1ccc(Br)cc1)c1ccc(N2CCC(Br)CC2)c([N+](=O)[O-])c1 (stereo unspecified),3%,-16%,.,.,4%[9.22 µM],2%,?,5%[10 µM]
CCCCCn1c(=O)c(C(=O)c2ccccc2)nc2ccccc21,-1%,-18%,-28%,?,27%,-6%,-15%,-4%
CC(=O)NC(CCS(C)(=O)=O)C(=O)Nc1cccc(C)c1C (stereo unspecified),-4%,-5%,-7%,4%,8%,-2%,-6%,-2%
O=C(COC(=O)CCCCCN=C1NS(=O)(=O)c2ccccc21)Nc1ccc(Cl)c(Cl)c1,?,?,0%,31%[activator],-3%,0%,5%,23%[10 µM]
COc1cc(OC)cc(C2=NC3(CCC(C)CC3)NC2=S)c1 (stereo unspecified),-3%,-28%,-15%,-6%,-27%,-5%,?,-50%[inhibitor]
CCOC(=O)COc1c(Cl)cc(C2NC(=S)NC(c3ccccc3)=C2C(C)=O)cc1OC (stereo unspecified),6%,-7%,0%[1.84 µM],?,-13%,0%,1%,-16%[10 µM]
COc1ccc(C(=O)Nn2cnnc2)cc1OC,-2%,-23%,.,.,16%[9.22 µM],1%,.,-1%[10 µM]

# Records listed above marked active in ALDH1A1 block.
molecule | Tau fibril FP | SMN2 splice enh | ALDH1A1 block | HTT aggregate | KDM4E inh | Tau ThT inhib
CCOc1cc([N+](=O)[O-])cc(/C=C2/NC(=O)N(Cc3ccccc3F)C2=O)c1O | -3% | . | 2.2µM* | 3%[9.22 µM] | 0% | 14µM*
O=C(COC(=O)C12CC3CC(CC(C3)C1)C2)NC12CC3CC(CC(C3)C1)C2 | ? | -5% | 14µM* | 15% | 10% | -14%

# Later entries.
structure,Tau fibril FP,Tau fluor cs,SMN2 splice enh,ALDH1A1 block,HTT aggregate,KDM4E inh,Tau ThT inhib,HTT cytoprotect
CCCC(c1nnnn1CC1CCCO1)N1CCN(c2cc(Cl)ccc2C)CC1 (stereo unspecified),0%,-3%,-23%,-3%,-3%[9.22 µM],1%,-10%,-27%
Cc1ccnc(NC(=O)c2ccc(S(=O)(=O)c3ccccc3)cc2)c1,-2%,-17%,20%,?,-20%,14%,1%,-6%
O=C(Cn1nc(Cc2ccncc2)c2ccccc2c1=O)N1CCN(C(=O)c2ccco2)CC1,-7%,-5%,?,-6%,-19%,7%,?,-15%
C=C/C(C)=C/[C@@]1(C)SC(=O)C(C)=C1O,-13%,-13%,3%,1%,.,7%,-15%,.
Cc1ccc(Nc2ncccc2C(N)=O)cc1,11%,?,11µM*,3%,11%,6%,?,.
COc1ccc(C(=O)N2CCN(C(=O)COc3ccccc3)CC2)cc1OC,4%,-3%,-10%,.,.,.,-6%,.
COc1ccc(C(=O)Nc2cccc3c2C(=O)NC3=O)cc1S(=O)(=O)N1CCOCC1,-9%,-7%,17%,?,14%,?,-4%,-1%[10 µM]
Cc1ccc(NC(=O)CSc2ccc(-c3cccnc3)nn2)cc1Cl,9%,-14%,-56%[inhibitor],2%,3%,-2%,-10%,-53%[inhibitor]
O=C(O)CCN1C(=O)NC2(CCCC2)C1=O,-5%,4%,-1%,4%,-8%,2%,3%,-2%
CC(C)N1CC(C(=O)Nc2ccccc2)CC1=O (stereo unspecified),3%,1%,-24%,0%,-4%,-2%,-8%,13%[1.9 µM]
Nc1ccc(C(=O)Oc2ccc([N+](=O)[O-])cc2)c(O)c1,-3%,-10%,.,?,-12%[9.22 µM],-10%,-9%,-23%[10 µM]
CNc1oc(-c2cccc3ccccc23)nc1C#N,11%,-23%,-8%,?,-5%,?,-11%,-34%
O=C1CC(N2CCN(c3ccc(F)cc3)CC2)C(=O)N1c1ccccc1 (stereo unspecified),-6%,-7%,-14%,-3%,0%,0%,-9%,-17%
O=C(Cc1cc(=O)[nH]c(=O)[nH]1)NCc1ccc(Cl)cc1,4%,-8%,7%,0%,?,-1%,-5%,.
CS/C(=N/S(=O)(=O)c1ccc(C)cc1)c1ccccc1,-2%,-1%,20%,-6%,17%,4%,-7%,10%[10 µM]

# (cont.)
structure,Tau fibril FP,Tau fluor cs,SMN2 splice enh,ALDH1A1 block,HTT aggregate,KDM4E inh,Tau ThT inhib,HTT cytoprotect
COc1ccc(-n2nc(C(=O)NCc3cc(OC)ccc3OC)c3c4ccccc4n(C)c3c2=O)cc1,-3%,-4%,.,-3%,16%,?,10%,-27%
Cc1nc2sccn2c(=O)c1Cl,-8%,-5%,15%,3%,0%,-8%,-5%,5%
Cn1c(/C=N/O)nc2ccccc21,6%,1%,.,.,9%[9.22 µM],?,-6%,-7%[10 µM]
O=C(NCc1ccc(Cl)cc1)C(=O)NCC(c1ccco1)N1CCOCC1 (stereo unspecified),-6%,-7%,6%,16%,-2%,-5%,-8%,1%[10 µM]
Cc1ccc(NC(=O)c2ccc(N(Cc3ccccc3)S(C)(=O)=O)cc2)cc1,-14%,-9%,1%,.,.,.,9%,.
O=C1/C(=C/c2cccnc2)Oc2cc(OS(=O)(=O)c3ccccc3)ccc21,11%,-14%,0%,3.2µM*,-25%,-14%,?,-9%
Cc1cc(C(=O)Nc2c(C)n(C)n(-c3ccccc3)c2=O)c(C)o1,11%,-7%,1%,5%,4%,-3%,-18%,5%[0.074 µM]
Cc1ccc2c(CC(=O)Nc3ccc(S(=O)(=O)N4CCC(C)CC4)cc3)coc2c1,10µM*,?,-17%,.,.,.,8%,.
COc1ccc(OC)c(C2c3c(-c4ccc(Br)cc4)n[nH]c3C(=O)N2c2ccc(Cl)cc2)c1 (stereo unspecified),?,-18%,-16%,.,.,.,-2%,.
Cc1cccc(Cn2cnc3ccccc32)c1,-1%,-9%,1%,16%,-13%,5%,-5%,12%[10 µM]

# A portion of the library; the hit share may differ from the screen's.
